Assay outcomes deposited in PubChem BioAssay by several laboratories.
PP5 inh – PP5 (human) phosphatase inhibition | P53041 | purified PP5c, OMFP substrate fluorescence | inhibition, % at 6.7 µM | hit rate 0.18% among 320,000;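 active = inhibition above the campaign's mean inhibition across all tested compounds plus 3 SD, cut at about 9.5% in these data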;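 note: 0% = DMSO only and 100% = 100 µM cantharidin control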
core dimer inh – HCV core protein dimerization inhibition; TR-FRET GST/Flag-core106 dimerization, 1536-well; inhibition, % at 5 µM; hit rate 0.33% among 300,000; AID 1899;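 active = inhibition above the mean of all tested compounds plus 3 SD, set per screening campaign, cut at about 45% in these data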
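Assay system – GST-tagged and Flag-tagged HCV core protein residues 1-106 · Quantity – core106 proteins, GST 13.5 nM and Flag 17 nM · Benchmarks – unlabelled core106 and no-GST-core106 wells · Read-out basis – percent inhibition of core106 dimerization signal · Detection – time-resolved FRET, ex 340 nm, em 617 and 671 nm · Schedule – 4 h at 22.5 °C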
procasp7 counter – counter-screen: procaspase-7 (human) activation. P55210. recombinant procaspase-7, Ac-DEVD-pNA absorbance 405 nm; D23A/D198A/D206A triple mutant, cannot self-cleave; scale: DMSO 0, 5 µM enzyme 100. activation, % at 8.5 µM. hit rate 0.093% among 330,000. AID 463210;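 active = percent activation above the screen-wide mean plus 3 SD, cut at about 25% in these data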
Target sequence (P55210 whole entry D23A/D198A/D206A): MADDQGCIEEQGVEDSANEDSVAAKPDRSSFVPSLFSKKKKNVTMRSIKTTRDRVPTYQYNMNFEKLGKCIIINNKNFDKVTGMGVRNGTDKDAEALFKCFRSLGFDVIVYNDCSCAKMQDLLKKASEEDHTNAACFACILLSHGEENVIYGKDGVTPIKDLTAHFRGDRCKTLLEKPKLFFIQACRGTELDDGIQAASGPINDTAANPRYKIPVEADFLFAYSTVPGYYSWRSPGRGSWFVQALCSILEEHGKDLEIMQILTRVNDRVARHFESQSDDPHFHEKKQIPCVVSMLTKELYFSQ
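Assay system: Uncleavable procaspase-7 mutant enzyme / Input: 2 µM procaspase-7 mutant as dispensed / Dosing: single nominal 8.5 µM compound dose, 0.8% DMSO final / Timing: 1 h enzyme–compound preincubation and 2 h substrate reaction, both 25 °C / Detection: p-Nitroaniline absorbance at 405 nm, read at 0 and 120 min / Replication: singlicate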
Fh CTSL1 inh – counter-screen for PFM18AAP inhibitors: inhibitors of F. hepatica cathepsin L1; recombinant F. hepatica cathepsin L1, Z-Leu-Arg-MCA fluorescence; inhibition, % at 5.96 µM; hit rate 0.49% among 300,000; AID 1906;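 active = inhibition above the mean of all tested compounds plus 3 SD, set per screening campaign, cut at about 17% in these data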;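 note: 0% = plate median of test compound wells and 100% = 1 µM Z-Phe-Ala-diazomethylketone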
procasp3 activ – procaspase-3 (human) activation | P42574 | recombinant procaspase-3 D3A, Ac-DEVD-pNA absorbance 405 nm | activation, % at 8.5 µM | hit rate 0.11% among 330,000;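 active = activation above the mean of all tested compounds plus 3 SD, cut at about 21% in these data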;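 note: 0% = DMSO alone and 100% = DMSO wells spiked with extra 5 µM PC-3 D3A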
Target sequence (P42574 whole entry D9A/D28A/D175A): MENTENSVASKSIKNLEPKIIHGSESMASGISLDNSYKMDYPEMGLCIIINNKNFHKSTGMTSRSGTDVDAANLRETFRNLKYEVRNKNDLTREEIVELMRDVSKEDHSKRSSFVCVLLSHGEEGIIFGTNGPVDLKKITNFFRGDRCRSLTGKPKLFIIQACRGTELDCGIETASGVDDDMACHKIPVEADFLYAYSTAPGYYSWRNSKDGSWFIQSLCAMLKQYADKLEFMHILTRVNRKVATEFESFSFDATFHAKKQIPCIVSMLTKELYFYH
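Assay system – Procaspase-3 D3A mutant · Benchmarks – DMSO low control, extra-enzyme high control · Technique – 405 nm absorbance of p-nitroaniline, reads at 0 and 120 min · Doses – 8.5 µM nominal · Measure – % activation between DMSO and enzyme-spiked controls · Also added – Ac-DEVD-pNA chromogenic peptide substrate · Schedule – 1 h compound preincubation, 2 h substrate hydrolysis at 25 °C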
Efflux pump inh – antifungal efflux pump inhibition, Nile Red retention; S. cerevisiae Candida pump triplex; hit rate 0.44% among 330,000; inhibition, % at 10 µM; AID 485275;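 active = plate passing quality check with inhibition over a set limit, or well fluorescence over plate mean plus 4 SD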;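 note: Nile Red retained in pooled yeast measured as flow cytometry median fluorescence; 0% = buffer negative control and 100% = Enniatin B positive control; higher means more Nile Red kept so more efflux inhibition; some compounds called inactive have numbers as strong as hits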
PP1 counter – blocks human PP1-alpha phosphatase, a PP5 counter-screen; AID 2235; P62136; inhibition, % at 6.7 µM; purified PP1alpha, OMFP fluorescence; hit rate 0.9% among 320,000;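 active = inhibition above the mean inhibition of all tested compounds plus 3 SD, computed separately for each screening campaign, cut at about 15% in these data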
Target sequence (P62136 whole entry, looked up): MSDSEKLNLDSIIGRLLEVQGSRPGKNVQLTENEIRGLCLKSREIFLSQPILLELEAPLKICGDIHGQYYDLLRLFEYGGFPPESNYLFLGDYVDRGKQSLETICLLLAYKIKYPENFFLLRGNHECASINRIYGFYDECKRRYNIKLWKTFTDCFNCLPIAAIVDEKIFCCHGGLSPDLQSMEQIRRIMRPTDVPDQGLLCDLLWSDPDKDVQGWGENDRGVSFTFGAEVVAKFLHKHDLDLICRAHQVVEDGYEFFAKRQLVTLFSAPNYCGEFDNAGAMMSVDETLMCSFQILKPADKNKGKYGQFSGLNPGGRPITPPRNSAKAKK
JMJD2C inh – blocks human GASC-1 demethylase activity; Q9H3R0; GST-JMJD2C(1-420) H3K9me3 demethylation, DELFIA europium; inhibition, % at 2.35 µM; hit rate 0.069% among 330,000; AID 2099;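 active = more than half of a compound's replicate wells show inhibition beyond 50%, single wells judged on their own value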;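 note: signal counts dimethyl H3K9 product captured on neutravidin plate; 0% = median of DMSO wells and 100% = 0.3 times that DMSO median; strong numbers were not always called active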
TPT1 inh – inhibitors of Candida albicans tRNA 2'-phosphotransferase TPT1; hit rate 0.81% among 300,000; recombinant caTPT1, FP RNA substrate dephosphorylation; inhibition, % at 5 µM;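 active = inhibition above the mean of all tested compounds plus 3 SD, set per screening campaign, cut at about 24% in these data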;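 note: plate controls were DMSO alone for no effect and ferristatin control at 100 nM for full effect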
Numbers without * were called inactive; / = not tested or not shown.

SMILES,PP5 inh,core dimer inh,procasp7 counter,Fh CTSL1 inh,procasp3 activ,Efflux pump inh,PP1 counter,JMJD2C inh,TPT1 inh
COc1ccccc1N1CCN(C(=O)C(NS(=O)(=O)c2cccs2)c2ccccc2)CC1 (configuration not stated),2.2,-3,7,0,6,0.0,1,/,6
COc1ccccc1-c1cc(C(=O)Nc2cc(C)nn2-c2ccccc2)no1,2.9,1,1,-2,-2,-0.1,6,2,0
COC(=O)C1CN(C(=O)COc2cccc(C)c2C)c2ccccc2O1 (configuration not stated),-0.5,10,-6,-4,-8,0.0,-4,-5,0
O=C1CS/C(=N/N=C/c2ccccc2)N1Cc1ccco1,1.4,4,4,0,-1,0.0,-2,-3,1
COC(=O)CNc1c(-c2ccccc2)nc2ccc(Br)cn12,1.4,-6,-6,-2,5,-0.1,3,-11,-4
CC(OC(=O)CN1C(=O)c2ccccc2C1=O)C(=O)c1ccccc1 (configuration not stated),2.0,/,2,/,10,-0.1,-3,-7,/
Cc1cccc(C)c1Nc1c(-c2ccccn2)nc2ccccn12,2.3,-6,-30,11,-32,-0.2,28*,0,-1
Cc1cccc(-c2nsc(SCC(=O)Nc3nccs3)n2)c1,-0.1,4,-2,5,3,0.2,5,8,1
CC1CCN(C(=O)CNS(=O)(=O)c2ccc(Br)s2)CC1,-0.5,0,7,-4,-1,0.1,-6,4,-3
COc1cccc(C(=O)NCC2CCCN2S(=O)(=O)c2ccccc2)c1 (configuration not stated),-2.7,-1,-3,5,6,0.2,-2,-5,3
CCOC(=O)C1=C(c2ccccc2)NC(=O)NC1c1ccc(O)c(OCC)c1 (configuration not stated),1.3,2,10,-2,-7,-0.1,-2,47,0
Cc1cccc(NC(=O)CSc2nnc(-c3n[nH]c4ccccc34)o2)c1,2.6,-16,8,-1,4,-0.2,1,3,-2
O=C(COC(=O)c1ccc(Cl)cc1)NC1CCCCCC1,4.5,/,-11,/,-6,-0.1,5,-4,/
CCCc1[nH]nc2c1C(c1ccc(O)c(OC)c1)C(C#N)=C(N)O2 (configuration not stated),-0.3,2,-1,5,-2,-0.1,-3,-2,3
Cc1cccc(N(CC(=O)Nc2cccnc2)S(C)(=O)=O)c1,0.4,2,1,4,3,-0.2,1,-7,-2
COc1ccc(C2CC(c3c(Cl)cccc3Cl)n3nc(N)nc3N2)cc1 (configuration not stated),2.0,2,9,-3,4,0.1,-1,-6,0
COc1ccc2c(c1OC)C(=O)OC2Nc1nc(-c2ccccc2)cs1 (configuration not stated),1.8,3,3,1,-3,0.0,-2,5,3
O=S(=O)(c1cccc(NC(=S)NCc2ccco2)c1)N1CCOCC1,3.5,2,-21,-2,-4,0.1,2,1,-3
Nc1nc2n(n1)C(c1ccc(Cl)cc1)CC(c1ccc(F)cc1)N2 (configuration not stated),1.5,0,-4,0,5,-0.1,0,3,2
CC(=O)Nc1ccc(Cc2nc3c([nH]2)c(=O)n(C)c(=O)n3C)cc1,1.8,-5,13,-4,2,0.0,5,-1,2
Cc1ccc2nc(CSc3nnc(-c4ccco4)o3)cc(=O)n2c1,-0.3,10,-5,13,-1,0.1,-1,3,-1
COc1cc(-c2noc(C)c2C(=O)NCCc2cccs2)cc(OC)c1OC,/,/,8,/,3,-0.1,/,-65,/
C=CCOc1c(Br)cc(C2C3=C(CCCC3=O)N(C)C3=C2C(=O)CCC3)cc1OCC,0.3,22,-11,-4,-8,2.5,-1,5,-3
COc1ccc(C(CNC(=O)c2ccc(N3CCCC3=O)cc2)N2CCCC2)cc1 (configuration not stated),0.8,/,-2,/,5,0.0,-7,4,/
Cn1ccnc1C(OC(=O)c1ccc(Cl)cc1)C(F)(F)F (configuration not stated),-0.1,-21,10,-3,7,0.2,3,-22,2
CC(=O)NC(c1ccc([N+](=O)[O-])cc1)c1c(O)ccc2ccccc12 (configuration not stated),2.2,9,2,-8,0,-0.1,0,2,-5
Clc1ccc(OCCn2cnc3ccccc32)c(Cl)c1,7.2,5,10,-4,0,0.0,6,2,3
C[n+]1c(-c2ccccc2)sc([S-])c1-c1ccccc1,3.1,0,-26,-7,-23,0.3,-5,0,2
O=C(/C=C/c1ccc(F)cc1)c1cc(Br)ccc1O,1.6,0,9,2,-1,0.1,2,8,2
COc1cccc(NC(=O)CN(C)C(=O)c2ccccc2OCC(=O)Nc2cccc(C(F)(F)F)c2)c1,0.5,4,13,2,-1,0.0,-3,1,-2
CCCN(CCC)S(=O)(=O)c1ccc(C(=O)NCc2ccc3c(c2)OCO3)cc1,-0.7,7,8,-4,1,-0.2,2,-1,-1
CCOC1(OCC)C(c2ccc(N)cc2)C(C#N)(C#N)C1(OCC)OCC (configuration not stated),0.9,4,6,2,-8,0.1,-8,3,1
C=CCN(c1ccccc1Cl)S(=O)(=O)c1cccc(C(=O)NCCc2ccc(OC)cc2)c1,4.8,14,7,-4,-4,-0.2,-1,-1,-2
Cc1ccc(NC(=O)Nc2ccc3c(c2)OCO3)c(Br)c1,-11,-16,-10,11,-15,-0.1,17*,19,-1
Clc1ccccc1-c1nnc2sc(-c3ccncc3)nn12,-1.7,2,4,0,10,0.2,-1,-7,-3
O=C1CCCN1CN1CCCCC1,2.3,-13,5,1,-10,0.0,-7,7,2
O=C(N1CCCCCC1)n1c(Cc2ccccc2)nc2ccccc21,-1.7,6,-7,1,3,0.1,0,-6,-2
O=C(c1cc(-c2ccccc2)nc2ccccc12)N1CCCc2ccccc21,1.5,7,-6,-1,-11,1.1,-1,-2,0
O=C(NCCC1=CCCCC1)C1CCN(c2nc3ccccc3o2)CC1,3.3,-2,7,-4,8,0.1,-1,-32,0
Cc1cccc(OCc2nc3c4c(ncn3n2)-c2ccccc2CC42CCCC2)c1,-1.6,5,0,-5,4,2.1,-5,-7,1
Cc1ccc(/C=N/NC(=O)c2nnn(-c3nonc3N)c2CN(C)C)s1,0.6,8,1,1,6,0.1,-2,7,0
COc1ccc(Cl)cc1N1C(=NC(=O)C2CCCCC2)SC2CS(=O)(=O)CC21 (configuration not stated),2.6,0,-2,3,4,0.3,2,3,4
O=C(NNS(=O)(=O)c1ccc(Br)cc1)NC1CCCCC1,0.1,0,9,0,2,-0.3,-3,11,2
O=C(NCc1ccccn1)C(=O)N/N=C/c1ccc2c(c1)OCO2,-0.6,4,20,0,2,-0.1,-1,2,1
Cc1cc(NC(=O)CSc2nnc(-c3ccco3)n2Cc2ccco2)no1,0.1,-4,0,2,-1,-0.2,-1,10,-2
O=C(NCc1ccncc1)C1CCCN(S(=O)(=O)c2ccc(Br)cc2)C1 (configuration not stated),4.2,-4,8,4,0,0.2,-3,-1,1
C/C(=N\NC(=O)Cc1ccc(F)cc1)c1ccc(F)cc1,-1.0,5,2,-4,10,0.1,-5,-4,2
O=C(NCc1cccnc1)c1ccccc1CCc1ccccc1,-3.0,1,0,-1,3,0.0,7,0,-2
COc1ccc(CCN(C)CC(O)COc2ccc(C(C)=O)cc2OC)cc1OC (configuration not stated),-0.8,7,-3,0,6,-0.1,-1,8,-1
COC(=O)c1ccccc1NC(=S)NC(=O)c1cccc2ccccc12,1.9,11,-13,-1,-7,0.0,1,3,-3
COc1ccc(/C=C/C(=O)c2cccc(-n3cnnn3)c2)cc1O,0.2,-1,-9,6,-2,0.1,3,6,2
O=C(CNc1cccc(S(=O)(=O)N2CCCCCC2)c1)Nc1cccc([N+](=O)[O-])c1,3.5,/,3,/,2,0.4,1,/,/
CCC(Oc1ccc2ccccc2c1)C(=O)O (configuration not stated),2.4,-4,3,-2,-9,0.5,2,/,0
O=C(/C=C/c1ccccc1)c1ccc2c(c1)OCCCCO2,0.6,4,8,4,-9,0.0,-2,-6,-3
Cc1cccc(NC(=O)CN2C(=O)S/C(=C\C(=O)Nc3ccc(Cl)cc3)C2=O)c1,-1.5,-1,14,-2,4,0.2,0,11,2
COc1ccc(CCNC(=O)c2nonc2N)cc1OC,1.5,-5,16,3,0,-0.1,-1,3,-3

Further results
SMILES,PP5 inh,core dimer inh,procasp7 counter,Fh CTSL1 inh,procasp3 activ,Efflux pump inh,PP1 counter,JMJD2C inh,TPT1 inh
CC(C)C(=O)Nc1ccc2c(c1)nc1n2CCSC1,0.1,-1,2,2,-1,-0.1,-3,0,0
CCOCCCNC(=O)C1c2ccccc2Oc2ccccc21,-0.8,14,6,-1,3,-0.2,-4,-3,0
O=C1CCCN1CC(=O)N1CCCC(Nc2cccc(F)c2)C1 (configuration not stated),0.8,2,8,-3,6,0.1,-2,3,-1
Cc1nnc(NC(=O)CSc2ccc(-c3ccc(Cl)cc3)nn2)s1,-3.4,2,6,4,1,-0.2,10,5,-3
Cc1cc(C(=O)N2CCC(C(N)=O)CC2)c(C)o1,1.0,/,18,/,5,-0.1,-3,-11,/
CC(C)NS(=O)(=O)c1ccc(CCC(=O)N2CCCC2)cc1,-0.1,2,7,0,3,0.0,-1,22,-4
CCOc1ccc(Nc2ccc(N3C(=O)CCC3=O)cc2[N+](=O)[O-])cc1,0.1,-3,-9,10,-5,-0.1,9,-5,-7
O=C(COc1ccc(F)cc1)N1CCC(c2ccccc2)C1 (configuration not stated),-0.5,3,22,-1,-1,0.0,-2,4,-3
CC(C)(C)c1ccc(C(=O)c2c[nH]c(C(=O)NCCCN3CCOCC3)c2)cc1,1.5,-1,-2,2,-7,-0.1,2,4,3
O=[N+]([O-])c1ccc(Nc2nc(Cl)nc(NCCO)n2)cc1,-0.3,-5,9,-1,4,0.0,0,11,4
N#C/C(=C/c1ccc(Sc2nc3ccccc3[nH]2)o1)c1ccccc1F,6.7,-3,-14,-1,-14,0.8,37*,-4,-1
COc1ccc(C(=O)CSc2n[nH]c(=O)n2Cc2ccco2)cc1,1.1,-1,3,3,3,0.1,2,-19,1
COc1cccc(CCC(=O)N2CCC(n3nccc3NC(=O)C3CCOC3)CC2)c1 (configuration not stated),2.6,1,-3,2,-1,0.4,-16,-20,0
CSCC(=O)N1CCc2ccc(NC(=O)c3ccccc3Cl)cc2C1,4.1,-3,11,-16,3,-0.1,3,45,-3
CC(C)c1nc2cc(Cl)ccc2n(Cc2ccccc2)c1=O,2.9,1,6,-4,3,0.2,1,10,1

No enrichment for hits (roughly 2.9% active in at least one column).
